Bioassay records deposited in PubChem BioAssay by National Center for Advancing Translational Sciences (NCATS).
ERK EGF block = qHTS Assay for Inhibitors of the ERK Signaling Pathway using a Homogeneous Screening Assay; Stimulation with EGF. HEK293-V1b, EGF-stimulated phospho-ERK AlphaScreen. Potency, µM (top dose mostly 11.5 µM), for the others: at the highest dose activity change, negative = inhibition, hits mostly inhibitors. 0.41% of 130,000 active. AID 1454, 2008; active means well fitted inhibition curve with a large enough effect; inconclusive means small, poorly fitted or top-dose-only effect, or effect the other way;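 further: plate controls were stimulated vehicle wells for no effect and unstimulated vehicle basal for full effect; nearly all actives have a fitted effect of over 55% in size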
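Readout: AlphaScreen signal for phosphorylated ERK in lysed HEK293 cells stably expressing V1b. Stimulus 25 nM EGF, 5 min, following 30 min compound exposure. Data scaled to DMSO basal and full EGF activation.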
* = called active by the depositor; [ ] = dose if it differs, or a comment. Potency means the concentration at half of the fitted maximal effect. These rows are one share of the data (hit frequency here may not be typical).

Results for CC1(c2ccc(OC(F)F)cc2)NC(=O)N(/N=C/c2c(O)ccc3ccccc23)C1=O (centres undefined) ?
ERK EGF block: 3%

Results for COc1ccc(C(=O)/C=C/C(=O)N(CC(=O)NC2CCCCC2)Cc2ccc(F)cc2)c(O)c1 ?
ERK EGF block: -3%

How did O=C(O)/C=C\C(=O)Nc1cccc(C(=O)Nc2cccc(O)c2)c1 do in these assays?
ERK EGF block: -4%

What do the screens show for `CC1CC(C)CN(C(=O)c2ccc(N3CC4CC(C3)c3cccc(=O)n3C4)c([N+](=O)[O-])c2)C1` (centres undefined)?
ERK EGF block: -4%

Results for CCOc1ccc(C(=O)Nc2cc(S(=O)(=O)Nc3ccccc3Cl)ccc2N2CCOCC2)cc1 ?
ERK EGF block: -1%

What do the screens show for `CCN(CC)S(=O)(=O)c1cccc(C(=O)N[C@H](C(=O)Nc2nc3ccc(F)cc3s2)C(C)C)c1`?
ERK EGF block: 2%

How did CC(=O)C1=NOC(CNc2ncc(C(F)(F)F)cc2Cl)C1 (centres undefined) do in these assays?
ERK EGF block: -17%

How did CCOC(=O)CSc1[nH]c2cc(OC)ccc2c1[N+](=O)[O-] do in these assays?
ERK EGF block: -9%

How did CC1CCCCN1C(=O)Cn1nnc(-c2cccnc2)n1 (centres undefined) do in these assays?
ERK EGF block: 4%

What do the screens show for `CCOC(=O)C1CCN(C(=O)c2ccccc2NC(=O)c2ccc(Cl)cc2)CC1`?
ERK EGF block: -1%

How did CC1(C)OC2CC3C4CC(F)C5=CC(=O)CC[C@@]5(C)C4C(O)C[C@@]3(C)[C@]2(C(=O)CO)O1 (some centres undefined) do in these assays?
ERK EGF block: -8%

What do the screens show for `COc1cc(S(=O)(=O)N(Cc2cccnc2)Cc2cccc(OC)c2OC)ccc1-n1cnnn1`?
ERK EGF block: 1%[57.5 µM]

Results for Cc1ccc(C)c(NC(=O)CSc2c(C)n[nH]c2C)c1 ?
ERK EGF block: -4%

Results for O=C(COc1ccccc1)Nc1cccc(-c2nc3ccccc3[nH]2)c1 ?
ERK EGF block: -9%

What do the screens show for `c1cc(-c2nsc(-c3ccncc3)n2)ccn1`?
ERK EGF block: -15%[57.5 µM]

Results for COC(=O)C1=CN(C(C)C)C=C(C(=O)OC)C1c1cc(Br)c(OC)c(OC)c1 ?
ERK EGF block: inconclusive

What do the screens show for `N#Cc1cccc(NC(=O)N2CC[C@@]3(CCCN(C(=O)c4cccc(F)c4)C3)C2)c1`?
ERK EGF block: -3%

How did S=C(NCCc1ccccc1)Nc1cnc2ccccc2c1 do in these assays?
ERK EGF block: -4%

How did Cc1nc(-c2nc(CC(=O)NNC(=O)c3ccc(Cl)cc3)cs2)cs1 do in these assays?
ERK EGF block: 3%[57.5 µM]

Results for CCC1=C(OC(=O)N(CC)CC)N2C(=O)OC(=NCCOC)[C@]2(Cc2ccccc2)[C@H]2C1=CC[C@H]1C(=O)N(C)C(=O)[C@H]12 ?
ERK EGF block: 3%

How did COc1ccc(OC)c(NC(=O)C2CCN(C(=O)c3cccs3)CC2)c1 do in these assays?
ERK EGF block: -16%

What do the screens show for `COc1cccc(CNS(=O)(=O)c2ccc(S(=O)(=O)N3CCCC3)cc2)c1`?
ERK EGF block: -1%

What do the screens show for `Cc1cc(C(F)F)nn1CC(=O)N1CCSCC1`?
ERK EGF block: -13%

How did CCOc1ccccc1N(CC(=O)Nc1cccnc1)S(=O)(=O)c1ccc(C)cc1 do in these assays?
ERK EGF block: 5%

What do the screens show for `O=C(Nc1cc([N+](=O)[O-])ccc1N1CCCC1)c1ccco1`?
ERK EGF block: -2%

What do the screens show for `CC(C)(C)C(=O)OCCNc1nc(-c2ccccc2)nc2ccccc12`?
ERK EGF block: 15%

Results for CCOc1ccc(CCNC(=O)COC(=O)c2cccc(OC)c2O)cc1OCC ?
ERK EGF block: -22%

How did CC(=O)N1N=C(c2cccs2)CC1c1cc2cc(C)ccc2nc1Cl (centres undefined) do in these assays?
ERK EGF block: -22%[57.5 µM]

Results for Cc1cc(Cl)c(OCCCCN2CCOCC2)c(Br)c1 ?
ERK EGF block: 9%

Results for Cc1nc(Nc2ccc(C(=O)O)cc2)nc(Nc2ccc(C(=O)O)cc2)c1[N+](=O)[O-] ?
ERK EGF block: 6%

How did COc1cc(CN2CCN(C(C)C)C(CCO)C2)ccc1OCc1ccccc1 (centres undefined) do in these assays?
ERK EGF block: -4%

How did Cc1cccc(N=C2NC(=O)/C(=C/c3cccnc3)S2)c1 do in these assays?
ERK EGF block: 8%[57.5 µM]

Results for COCC(=O)n1nc(-c2ccc(C)cc2)nc1NCc1ccc(F)cc1 ?
ERK EGF block: inconclusive

Results for Cc1ccc(NC(=O)CSc2nnc3ccccn23)cc1 ?
ERK EGF block: -6%

What do the screens show for `O=C(c1ccc(Cl)c(S(=O)(=O)N2CCOCC2)c1)N1CCCCC1`?
ERK EGF block: -3%

How did CCOc1ccc(C(=O)NC(=S)Nc2ccccn2)cc1[N+](=O)[O-] do in these assays?
ERK EGF block: -3%[57.5 µM]

Results for O=C(/C=C/C(=O)N1CCc2ccccc2C1)N1CCc2ccccc2C1 ?
ERK EGF block: -8%[57.5 µM]

What do the screens show for `O=c1c(-c2ccccc2)nc2cnc(Oc3ccccc3)nc2n1Cc1cccs1`?
ERK EGF block: -11%

What do the screens show for `O=C1CC(C(=O)Nc2cccc(Cl)c2)n2ncnc2N1` (centres undefined)?
ERK EGF block: 4%

What do the screens show for `O=C(NCCc1nnc2ccc(NCC3CCCO3)nn12)c1ccccc1` (centres undefined)?
ERK EGF block: inconclusive

What do the screens show for `CCn1c(CCNC(=O)c2cccs2)nnc1SCC(=O)Nc1ccc(Cl)cc1`?
ERK EGF block: -5%

How did CC(C)c1cccc(C(C)C)c1NC(=S)Nc1cccc(Cl)c1 do in these assays?
ERK EGF block: -12%[57.5 µM]

What do the screens show for `O=C(Nc1cccc2ccccc12)C1CCN(C(=O)Cc2ccccc2)CC1`?
ERK EGF block: 4%

What do the screens show for `CC(=O)SC1CC2=CC(=O)CC[C@]2(C)C2CC[C@@]3(C)[C@@H](CC[C@@]34CCC(=O)O4)C12` (some centres undefined)?
ERK EGF block: 5%

Results for O=C(O)CCCC(=O)N1CCc2cc(S(=O)(=O)NCc3ccccc3)ccc21 ?
ERK EGF block: 19%

What do the screens show for `OC1(c2ccccc2)CN(c2ccccc2)C2=[N+]1CCS2` (centres undefined)?
ERK EGF block: 2%

Results for CC(C)C[C@H](CO)Nc1nc(Nc2cccc(Cl)c2)c2ncn(C(C)C)c2n1 ?
ERK EGF block: -4%[57.5 µM]

Results for O=C(Cc1ccccc1)Nc1ccc(Br)c(Cl)c1 ?
ERK EGF block: 8%

How did Cc1nc(NC(=O)C2CC2)sc1C(=O)NC1CCCCC1 do in these assays?
ERK EGF block: -4%

How did CCCc1[nH]nc2c1C(c1cn[nH]c1-c1ccc(F)cc1)C(C#N)=C(N)O2 (centres undefined) do in these assays?
ERK EGF block: 7%

What do the screens show for `O=C(OCC(=O)N1CCCC1)c1ccc(NS(=O)(=O)c2cccs2)cc1O`?
ERK EGF block: 1%

Results for CC(c1ccccc1)n1c(S(=O)(=O)O)nc2ccccc21 (centres undefined) ?
ERK EGF block: 7%

What do the screens show for `O=[N+]([O-])c1ccc(-c2ncc(-c3ccc(Br)cc3)o2)cc1`?
ERK EGF block: 5%[57.5 µM]

What do the screens show for `O=[N+]([O-])c1cc(/C=N/Nc2nc(N3CCCCC3)nc(N3CCCCC3)n2)ccc1O`?
ERK EGF block: 1%

Results for CCCSc1nnc(CNC(=O)C23CC4CC(CC(C4)C2)C3)n1Cc1ccccc1 ?
ERK EGF block: 0%

What do the screens show for `COc1cc2cc(Oc3ccc4ccc(=O)oc4c3)c(=O)oc2cc1OC(=O)/C=C/c1ccccc1`?
ERK EGF block: -1%[57.5 µM]

What do the screens show for `O=C(CSc1ncccn1)NC(=O)NCc1ccco1`?
ERK EGF block: 4%

Results for O=C(NCc1cccs1)c1ccccc1[N+](=O)[O-] ?
ERK EGF block: -5%

Results for CN(C)N1C(N)=C(C#N)C(c2cccs2)C2=C1CC(C)(C)CC2=O (centres undefined) ?
ERK EGF block: 11%

Results for CC(=O)Nc1ccc2c(CN3C(=O)NC(C)(c4ccc(C)cc4)C3=O)cc(=O)oc2c1 (centres undefined) ?
ERK EGF block: 4%

Results for O=C(CSc1nnc(-c2ccc(F)cc2)c2ccccc12)Nc1cccc(Cl)c1 ?
ERK EGF block: 0%

What do the screens show for `Cn1c2ccccc2c2cc(/C=C(\NC(=O)c3ccccc3)C(=O)NCC(=O)O)ccc21`?
ERK EGF block: -4%[57.5 µM]

What do the screens show for `CSc1ncccc1C(=O)N1CCCC(C(=O)c2cc(F)ccc2F)C1` (centres undefined)?
ERK EGF block: 5%

What do the screens show for `CC1Cc2ccccc2N1CC(=O)NC(=O)NCc1ccccc1` (centres undefined)?
ERK EGF block: 4%

What do the screens show for `COc1ccc(C(Nc2ccccn2)c2c(NC(=O)c3ccco3)sc(C)c2C)cc1OC` (centres undefined)?
ERK EGF block: 1%

How did Cc1ccc(NC(=O)Nc2ccc(F)c(Cl)c2)cc1 do in these assays?
ERK EGF block: 0%

Results for c1ccc(-c2ccc(OCCCNC3CCCC3)cc2)cc1 ?
ERK EGF block: 5%

How did Cn1nc(-c2ccc(C(=O)Nc3ccc(F)cc3)cc2)c2ccccc2c1=O do in these assays?
ERK EGF block: -4%

How did COC(=O)c1ccccc1NC(=S)NC(=O)c1ccccc1F do in these assays?
ERK EGF block: -1%

Results for CN(C)S(=O)(=O)c1ccc(Cl)c(NC(=O)COC(=O)c2ccc(O)cc2)c1 ?
ERK EGF block: inconclusive

Results for N[C@H](CO)Cc1cnc[nH]1 ?
ERK EGF block: -3%

What do the screens show for `Cc1cc(-c2ccccc2)c2c(=O)[nH][nH]c2n1`?
ERK EGF block: 3%

What do the screens show for `CCOC(=O)c1cc(C(=O)NCc2ccc(Cl)cc2Cl)nn1C`?
ERK EGF block: 10%

How did CCN(CC)S(=O)(=O)c1ccc(N2CCOCC2)c(NC(=O)COc2ccccc2C#N)c1 do in these assays?
ERK EGF block: -8%

Results for Cc1cc(C(=O)Nc2cnc3ccccc3c2)ccc1[N+](=O)[O-] ?
ERK EGF block: -1%

What do the screens show for `COCC1CCN(Cc2cn(C)nc2-c2cccc(Cl)c2)C1` (centres undefined)?
ERK EGF block: -2%

Results for COc1ccc(OC)c(NC(=O)C2CCCCC2)c1 ?
ERK EGF block: 2%

Results for O=c1cc(CNc2cc(C(F)(F)F)cc(C(F)(F)F)c2)nc2sccn12 ?
ERK EGF block: -7%

Results for CCCCN(C(=O)CSc1nncn1-c1ccccc1OC)c1c(N)n(Cc2ccccc2)c(=O)[nH]c1=O ?
ERK EGF block: 39%

Results for CCc1nc(N[C@H](C(=O)O)C(C)C)c2oc3ccccc3c2n1 ?
ERK EGF block: 5%[57.5 µM]

What do the screens show for `COC(=O)c1cc(Nc2cc(C)c3c(O)cccc3n2)cc(C(=O)OC)c1`?
ERK EGF block: -4%[57.5 µM]

Results for CCN(CC)CCOC(=O)C1(c2ccc([N+](=O)[O-])cc2)CCCC1 ?
ERK EGF block: 2%

What do the screens show for `Cc1ccc(N(Cc2cc3ccc(C)cc3[nH]c2=O)C(=O)c2cccs2)cc1`?
ERK EGF block: -10%[57.5 µM]

What do the screens show for `CCOC(=O)c1cc(C(C)=O)c(=O)[nH]c1C`?
ERK EGF block: -1%

How did CC(=O)Oc1ccc(-c2cccc(C(=O)OCC(=O)N(C)c3ccccc3)c2)cc1 do in these assays?
ERK EGF block: 4%

How did CCCC[C@@H]1C[C@H]1C(NC(=O)c1cccs1)c1ccc(Cl)cc1 (some centres undefined) do in these assays?
ERK EGF block: -4%

How did Cc1cc(C)c(C#N)c(SCc2ccccc2F)n1 do in these assays?
ERK EGF block: 13%

What do the screens show for `O=C(NCc1nc2ccccc2[nH]1)C1=C[C@H](C2CC2)C[C@H](OCCCCO)O1`?
ERK EGF block: -5%[57.5 µM]

Results for O=C(Oc1ccccc1N1C(=O)C2CC=CCC2C1=O)c1ccc(Br)cc1 (centres undefined) ?
ERK EGF block: 2%

How did O=c1[nH]c(N/N=C/c2ccccc2Br)nnc1-c1ccccc1 do in these assays?
ERK EGF block: 1%

Of the compounds above, these contain an aryl methoxy group.
Results for COc1ccc(C(=O)/C=C/C(=O)N(CC(=O)NC2CCCCC2)Cc2ccc(F)cc2)c(O)c1 ?
ERK EGF block: -3%

How did CCOC(=O)CSc1[nH]c2cc(OC)ccc2c1[N+](=O)[O-] do in these assays?
ERK EGF block: -9%

What do the screens show for `COc1cc(S(=O)(=O)N(Cc2cccnc2)Cc2cccc(OC)c2OC)ccc1-n1cnnn1`?
ERK EGF block: 1%[57.5 µM]

Results for COC(=O)C1=CN(C(C)C)C=C(C(=O)OC)C1c1cc(Br)c(OC)c(OC)c1 ?
ERK EGF block: inconclusive

How did COc1ccc(OC)c(NC(=O)C2CCN(C(=O)c3cccs3)CC2)c1 do in these assays?
ERK EGF block: -16%

What do the screens show for `COc1cccc(CNS(=O)(=O)c2ccc(S(=O)(=O)N3CCCC3)cc2)c1`?
ERK EGF block: -1%

Results for CCOc1ccc(CCNC(=O)COC(=O)c2cccc(OC)c2O)cc1OCC ?
ERK EGF block: -22%

How did COc1cc(CN2CCN(C(C)C)C(CCO)C2)ccc1OCc1ccccc1 (centres undefined) do in these assays?
ERK EGF block: -4%

What do the screens show for `COc1cc2cc(Oc3ccc4ccc(=O)oc4c3)c(=O)oc2cc1OC(=O)/C=C/c1ccccc1`?
ERK EGF block: -1%[57.5 µM]

What do the screens show for `COc1ccc(C(Nc2ccccn2)c2c(NC(=O)c3ccco3)sc(C)c2C)cc1OC` (centres undefined)?
ERK EGF block: 1%

Results for COc1ccc(OC)c(NC(=O)C2CCCCC2)c1 ?
ERK EGF block: 2%

Results for CCCCN(C(=O)CSc1nncn1-c1ccccc1OC)c1c(N)n(Cc2ccccc2)c(=O)[nH]c1=O ?
ERK EGF block: 39%
